Source: PubChem
Rtt109 HAT inh: inhibitors of C. albicans Rtt109/Vps75 HAT, primary screen, biochemical, ThioGlo CoA-SH fluorescence, plate reader | Histone acetyltransferase RTT109 (Candida albicans (strain SC5314 / ATCC MYA-2876)), … | purified Rtt109/Vps75, 4 h | inhibition, % at 34.9 µM | 0.16% of 330,000 active | AID 540336, 2011;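 active = inhibition of at least 50% in every replicate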
Target sequence (Q5AAJ8 whole entry, looked up): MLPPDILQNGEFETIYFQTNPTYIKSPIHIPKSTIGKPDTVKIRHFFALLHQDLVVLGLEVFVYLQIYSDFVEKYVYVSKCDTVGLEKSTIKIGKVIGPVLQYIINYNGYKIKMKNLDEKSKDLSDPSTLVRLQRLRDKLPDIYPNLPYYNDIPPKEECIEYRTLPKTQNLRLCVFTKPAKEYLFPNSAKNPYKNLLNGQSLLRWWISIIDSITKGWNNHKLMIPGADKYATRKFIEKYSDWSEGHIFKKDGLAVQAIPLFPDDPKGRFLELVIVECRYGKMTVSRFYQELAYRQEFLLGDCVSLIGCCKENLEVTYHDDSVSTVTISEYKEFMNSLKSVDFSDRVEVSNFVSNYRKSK
PKA-R2B act: activators of PKA-R2B holoenzyme, primary screen, biochemical, fluorescence polarization, Cy5-IP20, human; cAMP-dependent protein kinase catalytic subunit beta (Homo sapiens) + cAMP-dependent …; PKA-R2B holoenzyme dissociation; R2B truncated from residue 108, S112A mutant; 0% DMSO only, 100% 113 µM cGMP; activation, % at 11.4 µM; 0.079% of 340,000 active; AID 504700, 2011;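 active = activation above a cutoff set at the mean over all compounds plus 3 SD, cut at about 18% in these data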;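 also: higher means more holoenzyme dissociation and a rise in polarization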
RTF Ca sens inh: cardiac RTF calcium sensitivity inhibitors, primary screen, biochemical, IANBD-TnC fluorescence, EC70 calcium; IANBD-labeled cardiac RTF, Ca2+ fluorescence; inhibition, % at 7.15 µM; AID 493244, 2011; 0.12% of 340,000 active;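 active = inhibition above the mean inhibition of all tested compounds plus 3 SD, cut at about 17% in these data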;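 also: assay run at fixed EC70 calcium of 1.6 mM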
RTF Ca sens act: cardiac RTF calcium sensitivity activators, primary screen, biochemical, IANBD-TnC fluorescence, EC20 calcium | IANBD-labeled TnC RTF fluorescence at EC20 calcium; 0% EC20 calcium, 100% full calcium | activation, % at 7.2 µM | 0.24% of 340,000 active;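 active = activation above the mean over all tested compounds plus 3 SD, cut at about 30% in these data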;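 also: rise in fluorescence read as greater calcium sensitivity of cardiac thin filaments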
SR-BI DiI-HDL act: activators of SR-BI mediated DiI-HDL uptake, primary screen, ldlA[mSR-BI] CHO cells, DiI fluorescence; 3 h; 100 = double the neutral-control signal; activation, % at 12.5 µM; 0.096% of 320,000 active; AID 504775, 2011;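 active = mean replicate activation of at least 60% and every replicate at or above 60%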;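 also: 0% = median plate neutral-control signal and 100% = twice that signal; values of inactives mirror those of a sister screen read the other way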
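Test system: SR-BI-overexpressing, LDLR-lacking CHO cells; Medium: Ham's F12 with 0.5% BSA, HEPES 25 mM, pH 7.4; Schedule: 3 h, 37 °C; Technique: bottom-read fluorescence, 550/595 nm.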
Keap1 Nrf2 FP: Keap1-Nrf2 protein-protein interaction inhibitors, primary screen, biochemical, fluorescence polarization, single point. inhibition, % at 9.4 µM. 0.15% of 340,000 active. Keap1 Kelch-Nrf2 peptide fluorescence polarization, 1536-well. AID 504523, 2011; in the data active = inhibition above about 12%;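 also: human Keap1 Kelch domain with fluorescein labeled Nrf2 9mer peptide probe; 0% = neutral control wells and 100% = peptide positive control; higher means more block of Keap1 binding to Nrf2 peptide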
Target sequence (Q14145 whole entry, looked up, the tested form may be a part): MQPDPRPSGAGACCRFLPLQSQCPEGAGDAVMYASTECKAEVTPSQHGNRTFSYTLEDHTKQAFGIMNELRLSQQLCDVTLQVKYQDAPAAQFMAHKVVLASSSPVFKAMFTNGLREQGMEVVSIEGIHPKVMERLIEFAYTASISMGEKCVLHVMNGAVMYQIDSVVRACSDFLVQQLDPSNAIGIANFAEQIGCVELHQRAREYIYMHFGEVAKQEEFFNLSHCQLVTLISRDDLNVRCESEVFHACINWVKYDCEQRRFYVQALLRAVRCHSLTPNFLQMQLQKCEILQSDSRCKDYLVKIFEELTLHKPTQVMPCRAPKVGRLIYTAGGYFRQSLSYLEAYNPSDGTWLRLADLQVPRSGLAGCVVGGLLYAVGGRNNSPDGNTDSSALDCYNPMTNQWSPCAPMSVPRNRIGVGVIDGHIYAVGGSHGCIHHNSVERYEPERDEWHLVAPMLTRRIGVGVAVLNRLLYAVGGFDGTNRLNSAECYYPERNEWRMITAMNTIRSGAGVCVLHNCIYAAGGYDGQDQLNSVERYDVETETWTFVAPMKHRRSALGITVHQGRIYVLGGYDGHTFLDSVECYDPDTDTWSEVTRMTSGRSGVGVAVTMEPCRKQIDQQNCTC
C-LANA FP: inhibitors of KSHV C-LANA binding to DNA, primary screen, biochemical, fluorescence polarization, FAM-LBS DNA, MBP-C-LANA, single point. AID 504423, 2011. 0.078% of 340,000 active. inhibition, % at 9 µM. Kaposi's sarcoma herpesvirus LANA C-terminal domain (residues 932-1162) DNA binding;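 active = highest replicate inhibition at or above 60% at 9 µM, even if other replicates fall short; inactive = all replicates below 60% inhibition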;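 also: 0% = neutral control wells and 100% = 4 µM acridine orange control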
DAGLB inh: DAGLB lipase inhibitors, primary screen, biochemical, fluorescence, HTS; Diacylglycerol lipase-beta (Homo sapiens), Q8NCG7; HEK293T DAGLB membrane lysate, EnzChek fluorogenic substrate; inhibition, % at 5.17 µM; 0.059% of 340,000 active; in the data active = inhibition above about 34%;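 also: 0% = enzyme with vehicle and 100% = wells lacking enzyme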
CAL PDZ FP-1: untagged CAL PDZ binding inhibitors, primary screen, biochemical, fluorescence polarization, HTS. Golgi-associated PDZ and coiled-coil motif-containing protein (Homo sapiens), Q9HD26. purified CAL PDZ, TMR-peptide fluorescence polarization, 1 h. inhibition, % at 24.9 µM. 0.92% of 300,000 active. AID 602252, 2012;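 active = mean inhibition of at least 30% with at least half of replicates also reaching 30%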;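 also: 0% = DMSO neutral control and 100% = excess unlabeled competitor peptide PRC23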
CAL PDZ FP-2: CAL PDZ peptide-binding inhibitors, primary screen, biochemical, fluorescence polarization, Cer-tagged CAL PDZ, HTS; purified CAL PDZ, TMR-peptide fluorescence polarization, 1 h; inhibition, % at 20 µM; 0.02% of 330,000 active; AID 504414, 2011;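 active = highest replicate inhibition of at least 40%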;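 also: plate controls were DMSO neutral control wells for no effect and unlabeled competitor peptide control wells for full effect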
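System: purified tagged CAL PDZ domain construct (CerCALP). Schedule: 1 h incubation at room temperature before polarization reading. Medium: 25 mM sodium phosphate pH 7.4, 150 mM NaCl, TCEP, IgG, Thesit. Read-out: percent inhibition from loss of millipolarization. Measured by: FP readout, S and P plane fluorescence. Probe or stimulus: fluorescent TMR peptide probe.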
An asterisk follows results filed as active; . = no result given; & = joins results of further samples.

SMILES	Rtt109 HAT inh	PKA-R2B act	RTF Ca sens inh	RTF Ca sens act	SR-BI DiI-HDL act	Keap1 Nrf2 FP	C-LANA FP	DAGLB inh	CAL PDZ FP-1	CAL PDZ FP-2
Cc1ccccc1NC(=O)c1nc2nccc(C)n2n1	-12.2	15.4	-3.2	-0.6	4.7	-2.3	-0.3	0.1	1.6	-0.8
Cc1cccc(NC(=S)N2CCN(Cc3ccc4c(c3)OCO4)CC2)c1C	.	-1.0	-6.9	5.2	.	-2.0	-1.3	1.3	-1.3	-4.9
CCOc1ccccc1NC(=O)COc1ccc(S(=O)(=O)N2CCCC2)cc1	0.8	-17.1	-25.3	-3.1	-10.4	-4.6	-1.3	-5.2	.	0.4
Cc1ccc(C(=O)NCCc2csc(-c3cccnc3)n2)cc1	-8.8	3.6	0.6	2.6	17.7	-7.5	-0.9	0.5	-3.2	-0.9
Oc1cnc2ccccc2c1CN1CCOCC1	0.3	-13.7	-3.8	2.5	-6.3	-2.0	-0.1	-0.6	0.3	-0.3
COc1cc(C(=O)Nc2oc(-c3ccccc3)c(-c3ccccc3)c2C#N)cc(OC)c1OC	-1.9	-0.3	-1.8	-2.7	-59.3	-3.2	5.1	1.9	-5.2	-0.6
CCOC(=O)Cn1c(=O)oc2cc(S(=O)(=O)NC3CCCCC3)ccc21	6.4	-1.1	-18.1	-2.6	12.0	-2.4	-2.0	1.3	-0.8	-1.0
O=C(Nc1cccc2c1CCCC2)c1cc([N+](=O)[O-])cc([N+](=O)[O-])c1	5.8	-11.3	-1.3	-4.8	-63.0	-2.1	-0.5	-1.1	-2.1	-2.4
C/C(N)=C(/C#N)C(=O)COC(=O)C1Cc2ccccc2CN1S(C)(=O)=O (stereo unspecified)	7.9&-0.2	-6.4&-1.6	-0.2&-3.7	-1.2&4.6	16.5&-22.8	0.7&0.7	-1.4&0.6	0.2&-0.8	-4.9&-1.9	-0.7&-0.3
CCc1cc(=O)oc2c(C)c(OC(C)C(=O)NCCCn3ccnc3)ccc12 (stereo unspecified)	-9.1	5.9	-7.1	-3.0	-8.1	-4.3	2.1	0.1	0.1	0.3
CC(=O)Nc1cccc(NC(=O)CSc2nc(=O)n(CCN3CCOCC3)c3c2CCC3)c1	9.4	7.8	-6.3	-3.0	4.3	-1.9	-0.5	-0.9	-2.7	-1.3
COc1ccc(C2Nc3cc(OC)ccc3-n3cccc32)cc1 (stereo unspecified)	0.9	-13.8	-2.0	6.9	-67.9	-4.4	1.0	1.6	-0.7	1.3
O=C(CCC(=O)c1ccc(Cl)s1)Nc1ncccc1O	3.4	-4.8	-3.7	-0.8	-9.0	5.2	3.8	2.2	-0.2	-2.1
CC(OC(=O)c1ccc(F)c(S(=O)(=O)N2CCOCC2)c1)C(=O)NC1CCCC1 (stereo unspecified)	.	-3.7	1.2	2.7	42.7	.	.	2.0	-4.7	-0.5
CCN(CC(=O)NCc1ccc(Cl)cc1)C(=O)CCC(=O)c1ccc(F)cc1	-11.6	6.6	-2.2	-2.7	-23.3	-5.6	-0.6	1.9	2.6	-1.6
CCN(CC(=O)Nc1ccc(OC)cc1)C(=O)CSCc1ccc(C)cc1	3.3	-6.2	0.6	-3.2	6.2	-1.4	-0.5	-1.6	3.1	-1.9
COc1cc2c(cc1OC)[C@@H](NC(=O)CCc1ccccc1)[C@H](OCc1ccccc1)C2	-5.8	-5.1	-2.9	-1.2	6.2	-1.8	1.8	-2.3	-2.8	-1.0
Nc1ncc(-c2ccc([N+](=O)[O-])cc2)cn1	.	-5.0	-10.5	2.0	24.1	-6.9	-0.9	-2.6	-1.7	-2.8
CCCC(=O)Nc1ccc(N2CCOCC2)cc1	-7.6	0.3	-0.9	9.7	28.1	-4.4	2.4	-2.2	-3.0	0.2
Cc1cccc(C(=O)Nc2ccc(S(=O)(=O)Nc3nc(C)cc(C)n3)cc2)c1	-3.0	-10.3	3.7	-2.3	32.2	2.2	5.5	0.8	-1.1	-0.4
CN(C(=S)Nc1ccc(SC(F)F)cc1)c1ccc(O)cc1	-10.7	6.5	0.9	-3.0	0.7	3.4	-1.8	-0.6	-1.9	0.0
O=C(Cn1c(=O)[nH]c2sc3c(c2c1=O)CCCC3)NCC1CCCO1 (stereo unspecified)	18.5	-0.1	8.8	5.8	16.2	-1.5	1.1	-2.3	-1.4	-1.5
Nc1ccc(C(=O)c2cccs2)cn1	-4.5	-2.2	-13.2	-1.5	15.6	-3.6	0.3	1.4	-6.5	0.4
COc1ccc(-c2cc(C(=O)N3CCN(c4ccccc4OC)CC3)no2)cc1	-2.6	-7.9	-2.4	-4.3	-19.5	0.4	0.3	0.9	-2.5	-0.8
CCOC(=O)N1CCN(C(=O)C2CCC(CNS(=O)(=O)c3ccc(Cl)cc3)CC2)CC1 (stereo unspecified)	0.3	-8.0	-13.8	7.8	1.5	-5.0	2.1	3.1	-3.8	-5.0
CCOC(=O)c1ccc(NC(=O)CN2C(=O)NC3(CCCCCCC3)C2=O)cc1	16.8	2.9	-2.9	3.2	-5.5	0.8	0.2	-0.5	6.3	-0.5
COc1ccccc1NC(=O)c1ccc(-c2ccccc2F)o1	-7.6	-15.3	-4.4	5.0	15.1	-7.3	-0.8	-24.0	0.4	-1.1
CCC1CCCCN1CCCNC(=O)c1ccc(CS(=O)(=O)Cc2ccc(Cl)cc2)o1 (stereo unspecified)	-6.0	-3.4	-0.7	-0.6	24.5	-4.5	-0.7	-2.0	-2.2	-2.0
CCOC(=O)C(=O)Nc1ccc2c(c1)OCO2	-5.6	0.6	-5.3	0.7	-1.9	-3.5	-0.6	-1.7	0.4	-0.9
Cc1ccc(S(=O)(=O)NCC(=O)OC(C)C(=O)Nc2ncc(Cl)cc2Cl)cc1 (stereo unspecified)	-4.9	12.3	0.9	-0.4	26.0	-2.8	1.3	0.0	0.8	-0.1
Cc1ccccc1-c1nc2cc(Cl)ccc2c(=O)o1	-1.2	2.0	1.1	-4.0	-6.5	4.5	-0.3	-1.7	4.0	-0.5
CN1C(C(=O)NCCc2cccs2)CC2Cn3c(nc4cc5ccccc5cc43)C21 (stereo unspecified)	2.1	-10.5	3.0	-1.0	6.1	-0.9	-2.4	2.9	1.7	0.4
CC(C)(C)c1ccc(-c2nc(C#N)c(NCc3ccncc3)o2)cc1	8.7	-15.4	-5.0	-8.5	-9.2	3.1	0.8	3.9	.	-1.4
Cc1noc(C)c1COc1ccc(C(=O)OCC(=O)c2ccc3c(c2)OCCO3)cc1	-10.0	-6.7	-14.3	-2.3	-43.2	-5.2	-1.9	-1.4	-2.9	.
C/C(=N/NC(=O)c1sc(NS(=O)(=O)c2ccccc2)nc1C)c1ccc(F)cc1	6.1	-1.5	1.7	-0.5	19.5	0.6	-3.8	7.0	-2.7	-1.5
CC1CN(CCCCN2C(=O)c3ccccc3C2=O)CC(C)O1 (stereo unspecified)	.	-0.9	-3.3	-1.7	5.2	-4.8	-1.1	0.6	-3.7	0.8
Cc1c(Cl)cccc1NC(=O)CCCN1C(=O)CCC1=O	5.7	1.9	-3.9	-1.7	17.4	-0.4	0.4	0.8	.	-0.4
CCOC(=O)N1CCC(c2cc(=O)n(-c3ccccc3)[nH]2)CC1	3.3	-1.4	3.3	2.7	17.4	0.3	0.3	9.6	.	-0.1
N#CCc1nnc2n1-c1ccccc1CCC2	-18.9	8.1	-6.0	-0.4	8.7	1.5	1.5	1.2	0.8	-0.3
CC(=O)NN1C(=O)c2ccccc2NC1c1ccccn1 (stereo unspecified)	-42.8	-7.3	3.9	-0.2	16.1	-0.6	-3.5	-1.7	-2.4	-1.0
Cc1cc(NC(=O)CSCC(=O)N(c2cccc(Cl)c2)C(C(=O)NC2CCCCC2)c2ccc(O)c(O)c2)no1 (stereo unspecified)	5.3	-3.0	0.7	-6.5	-3.0	-1.9	0.0	4.3	-1.2	-0.6
CC#CC(=O)N1CCC(n2nccc2NC(=O)c2ccc3c(c2)OCO3)CC1	0.6	4.7	-6.2	-1.9	-10.7	0.7	0.3	1.9	.	-0.2
Cc1cc(=O)[nH]c2ccc(S(=O)(=O)NCc3ccccc3)cc12	-11.2	2.2	-11.8	0.8	-9.0	0.4	-0.3	-1.9	-4.9	-2.1
CC(C)NC(=O)NC(=O)COC(=O)c1ccc(NC(=O)CC#N)cc1	3.0	-14.0	-6.4	-6.3	10.2	-5.5	0.0	-4.6	-2.4	-5.2
O=C1C(c2cc(=O)c3ccccc3[nH]2)=C(O)c2ccccc21	28.9	-5.7	2.0	-9.9	-6.6	2.6	1.5	6.4	19.1	-1.5
COc1ccc2c(c1)SCC(=O)N2C	4.7	-2.4	-3.3	1.0	17.6	-0.7	0.8	-0.3	.	-1.0
Cc1ccc(NC(=O)C2CC(O)CN2C(=O)OCc2ccccc2)cc1C (stereo unspecified)	-0.3	0.2	-0.1	0.5	1.1	3.9	3.3	0.2	.	0.1
COC(=O)Cn1c(Cc2ccccc2)nc2ccccc21	9.5	0.6	-3.7	-3.7	-8.6	-6.0	-2.2	-1.4	-1.7	.

Arranged by count of non-hydrogen atoms (largest number first): some entries from above.
SMILES	Rtt109 HAT inh	PKA-R2B act	RTF Ca sens inh	RTF Ca sens act	SR-BI DiI-HDL act	Keap1 Nrf2 FP	C-LANA FP	DAGLB inh	CAL PDZ FP-1	CAL PDZ FP-2
Cc1ccc(NC(=O)C2CC(O)CN2C(=O)OCc2ccccc2)cc1C (stereo unspecified)	-0.3	0.2	-0.1	0.5	1.1	3.9	3.3	0.2	.	0.1
Cc1cc(=O)[nH]c2ccc(S(=O)(=O)NCc3ccccc3)cc12	-11.2	2.2	-11.8	0.8	-9.0	0.4	-0.3	-1.9	-4.9	-2.1
O=C1C(c2cc(=O)c3ccccc3[nH]2)=C(O)c2ccccc21	28.9	-5.7	2.0	-9.9	-6.6	2.6	1.5	6.4	19.1	-1.5
